# H1N1 NS1A inhibition – H1N1 influenza NS1A inhibitors, functional cell based assay (AID 504329); NS1A functional cell-based assay, percent inhibition; higher % means a stronger effect; one-dose inhibition, % at 12.5 µM; IC50 in µM for titrated hits; 0.3% of 340,000 active; in the data active means a potency from the dose series; further: strong numbers were not always called active
# inhibitors of VEEV – inhibitors of VEEV TC-83 cytopathic effect, confirmation, Vero cells (AID 588727); Vero cells, VEEV TC-83 cytopathic effect inhibition; higher % means a stronger effect; one-dose inhibition, % at 20 µM; IC50 in µM for titrated hits; 0.13% of 350,000 active; in the data active means a potency from the dose series; further: strong numbers were not always called active
# tuberculosis growth – growth inhibition of non-replicating M. tuberculosis (AID 488890). Mycobacterium tuberculosis non-replicating, growth inhibition; higher % means a stronger effect. inhibition, % at 25 µM, or IC50 in µM where a hit was titrated. 0.39% of 320,000 active; in the data active means a potency from the dose series;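 further: plate controls were DMSO cells for no effect and high antibiotic wells for full effect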
# H37Rv inhibition – M. tuberculosis growth inhibition, HTS (AID 449762); 0.59% of 330,000 active; inhibition, % at 25 µM, or IC50 in µM where a hit was titrated; M. tuberculosis H37Rv growth inhibition, 7H9 media; higher % means a stronger effect; in the data active means a potency from the dose series;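 further: bacterial growth assessed after seven days of incubation; strong numbers were not always called active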
# Salmonella PhoP GFP – PhoP regulon inhibitors, Salmonella typhi PhoP promoter GFP reporter, confirmatory (AID 1850); 0.33% of 310,000 active; Salmonella Typhi PhoP-promoter GFP reporter, fluorescence, 4 h; higher % means a stronger effect; inhibition, % at 50 µM; hits with a dose series show IC50 in µM; in the data active means a potency from the dose series;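 further: 0% = induced wells with vehicle and 100% = uninduced wells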
# * = called active by the depositor; i = inactive; . = no result given.
[1] Nc1nc2ccc(C(=O)Nc3ccc(N4CCOCC4)cc3)cc2s1
[2] O=C(NCCCC(=O)N1CCCCC1)c1ccc(Cl)cc1
[3] COc1ccc(N(CC(=O)Nc2cc(C)cc(C)c2)S(=O)(=O)c2ccccc2[N+](=O)[O-])c(OC)c1
[4] Cc1ccc(NC(=O)NC2=N/C(=C(/C#N)C(=O)N3CCCC3)c3ccccc32)cc1
[5] CC(=O)N/C(=C\c1ccccc1)C(=O)OCC(=O)c1c(N)n(C)c(=O)n(C)c1=O
[6] CCCCn1c(N)c(N(CC(C)C)C(=O)CC(NC(=O)c2ccccc2)c2ccccc2)c(=O)[nH]c1=O (stereo not drawn)
[7] FC(F)Oc1cccc(NC(=S)N2CCN(c3ccccn3)CC2)c1
[8] O=C(CSc1nnc(NC(=O)c2ccccc2C(=O)O)s1)Nc1ccccc1Cl
assay / compound	1	2	3	4	5	6	7	8
H1N1 NS1A inhibition	2%	-15%	0%	13%	-12%	-1%	6%	0%
inhibitors of VEEV	3.7%	1.0%	7.9%	1.7%	3.8%	3.5%	0.9%	2.3%
tuberculosis growth	3%	-6%	17%	8%	-25%	20%	-13%	-7%
H37Rv inhibition	1%	7%	-4%	2%	8%	8%	3%	-2%
Salmonella PhoP GFP	.	-6%	2%	-4%	.	-2%	-6%	-2%

[9] COc1ccc2nc(NC(=O)c3ccc(Br)s3)sc2c1
[10] CCCCCN(C(=O)CCC(=O)OCc1cccc(Cl)c1)c1c(N)n(CCCC)c(=O)[nH]c1=O
[11] Cc1cc(Cl)nc2ccc(Cc3ccc4nc(Cl)cc(C)c4c3)cc12
[12] CCCCCCC(=O)N/N=C/c1c(O)n(C2CC2)c(=S)[nH]c1=O
[13] OCc1cc(-c2ccccn2)no1
[14] COc1ccccc1C(=O)NNC(=O)CCC(=O)NCc1ccccc1
[15] CC(=O)c1ccc(OC(NC(=O)c2ccco2)C(Cl)(Cl)Cl)cc1 (stereo not drawn)
[16] CCOC(=O)CN=C1CC(C)(C)CC2=C1Sc1ncnc(N(C)C)c1N2
assay / compound	9	10	11	12	13	14	15	16
H1N1 NS1A inhibition	-1%	-13%	-23%	6%	-1%	-4%	3%	5%
inhibitors of VEEV	i	0.4%	2.6%	0.1%	0.2%	5.8%	1.4%	0.5%
tuberculosis growth	40%	-3%	12%	12%	-23%	-1%	-6%	-8%
H37Rv inhibition	21%	9%	4%	6%	1%	-3%	1%	3%
Salmonella PhoP GFP	5%	5%	5%	7%	9%	-7%	8%	-4%

[17] COc1cc(C)c(NC(=O)C(=S)N2CCCC2)cc1C
[18] O=C(Nc1cc(S(=O)(=O)N2CCOCC2)ccc1N1CCCC1)c1cnccn1
[19] Cc1ccc(NC(=O)CN2C(=S)NC(C)(C)CC2C)cc1Cl (stereo not drawn)
[20] CCCCNC(=O)CCn1c(=O)c2ccccc2n(Cc2ccc(F)cc2)c1=O
[21] CCN(CC)CCN1C(=O)c2oc3ccc(F)cc3c(=O)c2C1c1ccncc1 (stereo not drawn)
[22] Cc1ccc(NS(=O)(=O)c2ccc3c(c2)NC(=O)CO3)c(C)c1
[23] COc1cccc(NC(=S)NC(=O)c2cncc(Br)c2)c1
[24] Cc1cc([N+](=O)[O-])nn1Cc1ccc(C(=O)N/N=C/c2ccc(N(C)C)cc2)cc1
assay / compound	17	18	19	20	21	22	23	24
H1N1 NS1A inhibition	-4%	-42%	8%	3%	32%	-8%	-1%	5%
inhibitors of VEEV	1.5%	1.4%	i	0.4%	0.1%	i	2.9%	0.6%
tuberculosis growth	-5%	-2%	26%	-2%	3%	12%	78%	-9%
H37Rv inhibition	7%	-4%	2%	6%	6%	-3%	-1%	-4%
Salmonella PhoP GFP	-3%	7%	7%	-11%	8%	4%	0%	-20%

[25] COc1ccc(CNC(=O)c2c(C)cc(=O)oc2C)cc1
[26] CNC(=O)NC(=O)C(C)OC(=O)c1c(C)noc1C (stereo not drawn)
[27] CS(=O)(=O)c1ccc(Cl)c(NC(=O)C2CCCCN2S(=O)(=O)c2ccccc2)c1 (stereo not drawn)
[28] N/C(=N\OC(=O)c1ccccc1)C(C(=O)NOC(=O)c1ccccc1)C1CCCCC1 (stereo not drawn)
[29] Nc1nc(Nc2ccccc2)nc(N2CCCC2)c1[N+](=O)[O-]
[30] CCC(=O)Nc1cccc(NC(=S)NC(=O)Cc2ccccc2)c1
[31] CN1CCN(c2nc3ccccc3nc2NS(=O)(=O)c2ccc(Br)cc2)CC1
[32] O=C1C=C(NCCN2CCOCC2)C(=O)c2cnccc21
assay / compound	25	26	27	28	29	30	31	32
H1N1 NS1A inhibition	5%	4%	3%	0%	4%	-4%	-2%	.
inhibitors of VEEV	1.1%	i	3.5%	13%	0.8%	2.4%	i	.
tuberculosis growth	-1%	-5%	4%	.	47%	18%	-2%	54%
H37Rv inhibition	-4%	2%	-10%	.	33%	3%	3%	64%
Salmonella PhoP GFP	5%	-7%	.	.	-7%	-2%	.	-4%

[33] CCSc1nc2sc3c(c2c(=O)[nH]1)CCCC3
[34] COCCN(C(=O)COC(=O)/C=C/c1ccc(SC)cc1)c1c(N)n(Cc2ccccc2)c(=O)[nH]c1=O
[35] COCCn1nnnc1C(c1cccc(C(F)(F)F)c1)N1CCOCC1 (stereo not drawn)
[36] CC(=O)Nc1ccc(NC(=O)[C@@H]2CCCN2S(=O)(=O)c2ccc3c(c2)OCCO3)cc1
[37] CCN(CC)CCN(C(=O)Cn1nnc(-c2ccc(C)o2)n1)C(C(=O)NC1CCCC1)c1ccc(F)cc1 (stereo not drawn)
[38] CN(CCOc1ccc(Cl)cc1)C(=O)Cc1ccc(S(=O)(=O)N2CCOCC2)s1
[39] COc1cccc(OC)c1C(=O)NCCN1CCN(C(=O)c2c(OC)cccc2OC)CC1
[40] CCn1cnc2c(oc3ccccc32)c1=O
assay / compound	33	34	35	36	37	38	39	40
H1N1 NS1A inhibition	-3%	-4%	-8%	0%	-4%	-5%	-6%	-1%
inhibitors of VEEV	2.1%	1.2%	1.9%	1.5%	0.3%	i	0.2%	0.6%
tuberculosis growth	3%	.	1%	-2%	.	15%	-2%	-6%
H37Rv inhibition	3%	.	-8%	-6%	.	-10%	2%	-5%
Salmonella PhoP GFP	1%	.	-16%	6%	.	.	-2%	5%

[41] CCN(C(=O)COC(=O)CSc1ccc(F)cc1)c1c(N)n(Cc2ccccc2)c(=O)[nH]c1=O
[42] CCOC(=O)c1ccc(N=c2ssnc2Cl)cc1
[43] CC(C)Nc1ccc(C(CC(N)=O)NC(=O)Cc2cccc3ccccc23)cc1[N+](=O)[O-] (stereo not drawn)
[44] CNc1snc(C)c1C(=O)OCC(=O)NCc1ccccc1OC
[45] Cc1cccnc1-n1c(CCN2C(=O)c3ccccc3C2=O)nc2ccccc2c1=O
[46] CCOc1ccc(OCCC(=O)OCC(=O)NC2CC2)cc1
[47] Cc1ccc(C(C)C)cc1OCC(=O)N1CCN(C(=O)c2ccco2)CC1
[48] Cn1c(=O)c(C#N)c(-c2ccccc2)n2cnnc12
assay / compound	41	42	43	44	45	46	47	48
H1N1 NS1A inhibition	-2%	0%	-19%	-24%	4%	-5%	1%	-2%
inhibitors of VEEV	0.3%	7.3%	0.9%	4.1%	i	1.1%	2.8%	0.2%
tuberculosis growth	-5%	.	-24%	-2%	-24%	9%	6%	-6%
H37Rv inhibition	-16%	.	6%	0%	-1%	0%	-7%	1%
Salmonella PhoP GFP	.	.	-10%	.	2%	3%	-2%	5%

# Record cards (already shown):
# CC(C)Nc1ccc(C(CC(N)=O)NC(=O)Cc2cccc3ccccc23)cc1[N+](=O)[O-] (stereo not drawn) is listed as H1N1 NS1A inhibition = -19%; inhibitors of VEEV = 0.9%; tuberculosis growth = -24%; H37Rv inhibition = 6%; Salmonella PhoP GFP = -10%
# Cc1cccnc1-n1c(CCN2C(=O)c3ccccc3C2=O)nc2ccccc2c1=O is listed as H1N1 NS1A inhibition = 4%; inhibitors of VEEV = i; tuberculosis growth = -24%; H37Rv inhibition = -1%; Salmonella PhoP GFP = 2%
# CCOc1ccc(OCCC(=O)OCC(=O)NC2CC2)cc1 is listed as H1N1 NS1A inhibition = -5%; inhibitors of VEEV = 1.1%; tuberculosis growth = 9%; H37Rv inhibition = 0%; Salmonella PhoP GFP = 3%

# Next part.
[49] CC(=O)NCCc1ccc(C(=O)COC(=O)c2cc(C)oc2C)cc1
[50] CCOC(=O)CC(NC(=O)C(CC)c1ccccc1)c1ccccc1Cl (stereo not drawn)
[51] CCS(=O)(=O)N1CCC(C(=O)Nc2cc(Cl)ccc2O)CC1
[52] COc1cc(C=C(C(C)=O)C(C)=O)ccc1O
[53] Cc1ccc(-c2nc(CN(C)C3CCOCC3)c(C)o2)s1
[54] Cc1cccc(/C=N/n2c(C3CCCCC3)n[nH]c2=S)c1
[55] CC1CN(C(=O)COC(=O)c2ccc(F)cc2Cl)CC(C)O1 (stereo not drawn)
[56] Cc1ccc(C(C)C)c(OCc2nc(-c3nonc3N)no2)c1
assay / compound	49	50	51	52	53	54	55	56
H1N1 NS1A inhibition	-11%	-1%	4%	14%	1%	0%	-8%	-1%
inhibitors of VEEV	2.0%	i	7.3%	0.8%	i	0.8%	0.6%	2.1%
tuberculosis growth	13%	9%	6%	0%	1%	4%	26%	11%
H37Rv inhibition	-3%	15%	-11%	0%	2%	9%	7%	-4%
Salmonella PhoP GFP	.	1%	-10%	-5%	5%	-1%	0%	.

# Entries 1 to 6, reprinted for reference:
[1] Nc1nc2ccc(C(=O)Nc3ccc(N4CCOCC4)cc3)cc2s1
[2] O=C(NCCCC(=O)N1CCCCC1)c1ccc(Cl)cc1
[3] COc1ccc(N(CC(=O)Nc2cc(C)cc(C)c2)S(=O)(=O)c2ccccc2[N+](=O)[O-])c(OC)c1
[4] Cc1ccc(NC(=O)NC2=N/C(=C(/C#N)C(=O)N3CCCC3)c3ccccc32)cc1
[5] CC(=O)N/C(=C\c1ccccc1)C(=O)OCC(=O)c1c(N)n(C)c(=O)n(C)c1=O
[6] CCCCn1c(N)c(N(CC(C)C)C(=O)CC(NC(=O)c2ccccc2)c2ccccc2)c(=O)[nH]c1=O (stereo not drawn)
assay / compound	1	2	3	4	5	6
H1N1 NS1A inhibition	2%	-15%	0%	13%	-12%	-1%
inhibitors of VEEV	3.7%	1.0%	7.9%	1.7%	3.8%	3.5%
tuberculosis growth	3%	-6%	17%	8%	-25%	20%
H37Rv inhibition	1%	7%	-4%	2%	8%	8%
Salmonella PhoP GFP	.	-6%	2%	-4%	.	-2%

# (more compounds)
[57] CCC1CCCCN1Cc1ccc(N)cc1 (stereo not drawn)
[58] COc1cc(/C=C/c2nc3ccccc3c(=O)n2-c2cccc(O)c2)ccc1O
[59] CCOC(=O)CNC(=O)C1(/C=C/c2ccccc2)CC(=O)N1c1ccc(OC)cc1 (stereo not drawn)
[60] COc1ccccc1NC(=O)N1CCN(C(=O)Nc2ccccc2OC)CC1
[61] O=C(COC(=O)CCCNC(=O)c1ccc(Cl)cc1)Nc1cc(Cl)c(Cl)cc1Cl
[62] CCC(=O)Nc1nnc(S(=O)(=O)N(CC)c2ccc(OC)cc2)s1
[63] Cc1cc(NC(=O)Cc2ccccc2)ccc1NC(=O)c1cccs1
[64] c1ccc(-c2nnnn2-c2ccccn2)cc1
assay / compound	57	58	59	60	61	62	63	64
H1N1 NS1A inhibition	-12%	12%	-3%	11%	-6%	2%	-3%	4%
inhibitors of VEEV	0.1%	7.9%	0.1%	0.7%	1.0%	i	1.2%	i
tuberculosis growth	-15%	14%	22%	-3%	-10%	-1%	-10%	.
H37Rv inhibition	0%	9%	8%	3%	5%	10%	-4%	.
Salmonella PhoP GFP	1%	-13%	8%	16%	-3%	-8%	9%	.

# Reformatted bar-delimited: entries from further up
entry | compound | H1N1 NS1A inhibition | inhibitors of VEEV | tuberculosis growth | H37Rv inhibition | Salmonella PhoP GFP
58 | COc1cc(/C=C/c2nc3ccccc3c(=O)n2-c2cccc(O)c2)ccc1O | 12% | 7.9% | 14% | 9% | -13%
57 | CCC1CCCCN1Cc1ccc(N)cc1 (stereo not drawn) | -12% | 0.1% | -15% | 0% | 1%

# Continued.
[65] COc1ccc2c(CCNC(=O)/C=C/c3ccc(OC)c(OC)c3)c[nH]c2c1
[66] CCC1CCCCN1CCCNC(=O)CN1C(=O)COc2ccc(S(=O)(=O)N3CCC(C)CC3)cc21 (stereo not drawn)
[67] Cc1ccc(C(=O)OCC2OC3OC(C)(C)OC3C2O)cc1 (stereo not drawn)
[68] COc1ccc(NC(=S)NCc2ccc3c(c2)cc(C)n3C)cc1
assay / compound	65	66	67	68
H1N1 NS1A inhibition	3%	-7%	-2%	8%
inhibitors of VEEV	10%	1.5%	0.0%	i
tuberculosis growth	17%	15%	-2%	.
H37Rv inhibition	6%	3%	0%	0%
Salmonella PhoP GFP	-1%	-1%	-2%	0%

# Screening results deposited in PubChem by Southern Research Specialized Biocontainment Screening Center.
